# Screening data deposited in PubChem by National Center for Advancing Translational Sciences (NCATS).
# D2 antag = D2 dopamine receptor (human) antagonism. AID 485344. HEK293 TREx D2 cells, calcium flux, dopamine EC80. inhibition, % at 10 µM. hit rate 2% among 340,000. P14416; in the data active = inhibition above about 30%; also: 0% is about no effect
# Target sequence (P14416 whole entry, looked up): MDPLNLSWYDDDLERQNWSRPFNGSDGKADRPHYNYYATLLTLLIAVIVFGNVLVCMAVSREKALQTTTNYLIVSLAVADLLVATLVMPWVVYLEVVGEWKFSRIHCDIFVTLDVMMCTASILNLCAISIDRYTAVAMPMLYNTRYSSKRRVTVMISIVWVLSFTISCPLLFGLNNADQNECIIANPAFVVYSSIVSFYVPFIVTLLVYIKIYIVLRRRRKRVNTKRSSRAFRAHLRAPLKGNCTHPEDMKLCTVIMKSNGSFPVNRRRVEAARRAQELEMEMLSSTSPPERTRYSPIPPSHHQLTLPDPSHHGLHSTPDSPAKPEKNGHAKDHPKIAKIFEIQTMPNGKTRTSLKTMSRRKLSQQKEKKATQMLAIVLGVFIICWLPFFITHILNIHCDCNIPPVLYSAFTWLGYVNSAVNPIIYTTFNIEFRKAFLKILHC
#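 Inhibition of EC80 dopamine-driven calcium flux, recorded kinetically, defines activity here; cells are a tetracycline-induced HEK293 T-REx line expressing force-coupled D2.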
# TrxR1 substrate = rat thioredoxin reductase 1 substrate activity | O89049 | purified TrxR1 substrate turnover, NADPH consumption readout | Potency, µM (doses to about 114 µM), without a hit: at the top dose activity change, negative = substrate turnover | hit rate 0.01% among 390,000; also: potency is read from the fitted curve at half-maximal effect; % is scaled to controls: 0 for no effect and ±100 for the full control effect; nearly all actives have a fitted effect of over 50% in size
# Target sequence (O89049 whole entry, looked up): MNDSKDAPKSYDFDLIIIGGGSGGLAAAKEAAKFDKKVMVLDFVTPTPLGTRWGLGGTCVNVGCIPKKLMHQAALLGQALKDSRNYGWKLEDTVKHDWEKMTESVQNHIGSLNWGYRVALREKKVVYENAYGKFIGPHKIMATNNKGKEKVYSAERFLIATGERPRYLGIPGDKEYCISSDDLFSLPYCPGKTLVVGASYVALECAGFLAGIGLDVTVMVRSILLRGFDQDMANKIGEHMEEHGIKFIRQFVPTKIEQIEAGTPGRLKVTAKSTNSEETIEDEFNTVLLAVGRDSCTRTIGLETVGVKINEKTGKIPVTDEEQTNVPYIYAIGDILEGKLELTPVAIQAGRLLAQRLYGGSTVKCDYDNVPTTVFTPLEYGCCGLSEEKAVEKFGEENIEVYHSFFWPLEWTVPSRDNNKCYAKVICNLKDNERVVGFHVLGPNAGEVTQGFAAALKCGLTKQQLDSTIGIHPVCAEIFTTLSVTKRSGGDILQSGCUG
#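 Rat TrxR1, dispensed at 90 nM, was prereduced with 400 uM NADPH (final) for 5 min at ~22 deg C, then incubated with compound 15 min before 400 uM selenite. A first-read NADPH fluorescence drop versus no-compound background flagged substrates.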
# mIDH1 inhibitor = blocks human mutant IDH1 R132H enzyme | AID 602179 | Potency, µM (titrated, usually from 76.6 µM), for inactives: top-dose activity change, negative = inhibition, hits mostly inhibitors | hit rate 0.093% among 390,000 | IDH1-R132H enzyme, NADPH consumption, diaphorase/resazurin fluorescence; also: potency is read from the fitted curve at half-maximal effect; % is scaled to controls: 0 for no effect and ±100 for the full control effect; nearly all actives have a fitted effect of over 65% in size
#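 IDH1-R132H (0.5 ug/mL dispensed) in pH 7.5 Tris buffer was preincubated 30 min with compound, then given a substrate mix of 0.016 mM NADPH and 2 mM alpha-KG for 80 min at room temperature; remaining NADPH was read by diaphorase/resazurin fluorescence.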
# TRHR PAM = TRH receptor (human) allosteric enhancement; P34981; TRHR cells, fluo-8 calcium fluorescence, EC20 TRH enhancement; enhancement, % at 2 µM; hit rate 0.66% among 360,000; in the data active = enhancement above about 30%; also: 0% is about no effect
#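 Enhancer read-out: after compound pinning and an initial kinetic agonist-mode read, an EC20 of TRH (10 nM final) was injected and fluo-8 calcium signal (Ex 480/Em 530) followed at 1 s/cycle for 100 cycles in TRHR-expressing cells.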
# rTrxR1 inhibitor = inhibitors of rat thioredoxin reductase 1; recombinant rTrxR1, NADPH fluorescence consumption, selenite substrate; Potency, µM (titrated, usually from 114 µM), without a hit: at the top dose activity change, negative = inhibition, hits mostly inhibitors; hit rate 1% among 390,000; AID 588453; also: potency is read from the fitted curve at half-maximal effect; % is scaled to controls: 0 for no effect and ±100 for the full control effect; nearly all actives have a fitted effect of over 65% in size
#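 Rat TrxR1 (90 nM in the dispensed reagent) was pre-reduced with 400 uM NADPH for 5 min at room temperature, then incubated with compound for 15 min. After 400 uM selenite was added, NADPH fluorescence (Ex 340/Em 450 nm) was followed for 8 min.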
# USP1-UAF1 inh = blocks the human USP1/UAF1 deubiquitinase complex; recombinant USP1/UAF1, Ub-Rhodamine cleavage fluorescence; Potency, µM (highest dose often 57.1 µM), inactives show at the top dose activity change, negative = inhibition, most hits filed as inhibitors; hit rate 0.23% among 390,000; also: potency is read from the fitted curve at half-maximal effect; % is scaled to controls: 0 for no effect and ±100 for the full control effect; nearly all actives have a fitted effect of over 60% in size; inactives centre near -12
#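 USP1/UAF1 complex at 1 nM was preincubated with compound for 15 min at room temperature, then Ub-Rho substrate (150nM final) was added. Fluorescence (480/540 nm) was read kinetically, 6 reads every 60 seconds.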
# TRHR ag = agonists of human TRH receptor; activation, % at 2 µM; TRHR cells, calcium flux fluo-8, FDSS agonist mode; AID 493084; P34981; hit rate 0.18% among 360,000; in the data active = activation above about 30%; also: 0% is about no effect
#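 TRHR-expressing cells, plated overnight in medium with 10% serum, were loaded with fluo-8 calcium dye at room temperature. After a 10 s baseline, library compound was pin-added and calcium release was recorded kinetically (ex 480/em 530) as agonist response.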
# Pin1 inh = human Pin1 inhibition. Potency, µM (doses to about 115 µM), for the others: top-dose activity, negative = inhibition, hits mostly inhibitors. hit rate 0.009% among 390,000. Pin1 FP peptide displacement, HiFluor488, 10 min. AID 504891; active = well fitted inhibition curve with a large enough effect in the polarisation, with a control signal flat, not every such curve was filed as active; inconclusive = small, poorly fitted or top-dose-only effect, or effect the other way, or a change in a side signal; inactive = no such curve, though single readings can be large or run the other way; the % refers to the polarisation; also: potency is read from the fitted curve at half-maximal effect; % is scaled to controls: 0 for no effect and ±100 for the full control effect
# D2 ag = D2 dopamine receptor (human) agonism | activation, % at 2 µM | P14416 | hit rate 0.53% among 340,000 | HEK293 T-REx D2 cells, calcium flux agonist mode;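 active = activation over 3 SD above normal in the single-dose calcium agonist read, cut at about 30% in these data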; also: 0% is about no effect
#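 In this primary screen, compounds producing a positive calcium signal within 180 s of addition to tetracycline-induced, force-coupled HEK293 Trex D2 cells are flagged; cells are dye-loaded with a no-wash calcium kit beforehand.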
# * = called active by the depositor; ? = inconclusive; / = not tested or not shown; [ ] = dose if it differs, or a comment. Unless noted, calls follow the shape of the dose curve; as a rule, active = well fitted inhibition curve with a large enough effect; inconclusive = small, poorly fitted or top-dose-only effect; inactive = no such curve, though single readings can be large or run the other way.
# Sequence of screens: D2 ag | TRHR PAM | rTrxR1 inhibitor | D2 antag | TRHR ag | TrxR1 substrate | Pin1 inh | mIDH1 inhibitor | USP1-UAF1 inh
S=c1[nH]nc(-c2cnccn2)n1-c1ccccc1
→ 0.0 | -1 | ? | 1 | 0.3 | -9% | 0% | -1% | -6%
CC(=O)Nc1ccc(NC(=O)CC(C)n2ccc(C)n2)cc1 (stereo not drawn)
→ -1.0 | 7 | 14%[57.1 µM] | / | 0.7 | -1%[57.1 µM] | 1% | 38%[activator] | 4%
O=C(CSc1nc2c(cnn2-c2ccc(F)cc2)c(=O)[nH]1)Nc1ccccc1C(F)(F)F
→ / | -2 | 14% | / | -0.7 | 15%[2.29 µM] | 17% | -27% | 4%
Cc1ccc(NC(=O)c2ccc(S(=O)(=O)N3CCCC3)cc2)cc1
→ / | / | -16%[57.1 µM] | / | / | -6% | -1% | -6% | 1%
Cc1ccc(CN2CCN(Cc3cnc(C)s3)CC2CCO)o1 (stereo not drawn)
→ 0.2 | -4 | 17% | -10 | -0.1 | 7% | -3% | -2% | -15%
CCCCCCCC(=O)NNC(=O)c1ccc(F)cc1
→ 0.4 | -1 | 8% | 3 | 2.3 | -4% | -5% | -6% | -9%
CCOC(=O)c1c(C)nc2sc(C(N)=O)c(N)c2c1-c1ccccc1
→ -0.3 | 16 | 2% | -7 | -1.6 | -8% | 2% | 9% | -23%
CC12CCC(=O)N1C(C(=O)N1CCN(S(=O)(=O)c3cccc(C(F)(F)F)c3)CC1)CS2 (stereo not drawn)
→ 0.2 | -6 | -5% | 4 | -0.2 | -1% | 6% | -6% | -7%
CCOC(=O)c1cc2c(=O)n3ccccc3nc2n(CCOC)c1=NC(=O)c1ccncc1
→ / | -3 | ? | / | 0.3 | 138%[activator] | 0% | 1% | -10%
O=C(N/N=C/c1c(O)ccc2ccccc12)c1ccc[n+](CCO)c1
→ 0.1 | 5 | -20% | 6 | 1.6 | -13% | 30% | 4% | -23%
CC(C)(C)NC(=O)C1(N2C(=O)c3ccccc3C2=O)CCCC1
→ / | / | 11%[57.1 µM] | / | / | -9% | 4% | 1% | 0%
COc1ccc(/C=N/NC(=O)c2cccc(Br)c2)cc1COc1ccccn1
→ -1.3 | 1 | 16%[57.1 µM] | -7 | -0.6 | 4%[57.1 µM] | 7% | -11% | ?
CCC(C)Cn1c(C(C)C)nc2ccccc21 (stereo not drawn)
→ -0.6 | -4 | 19% | -12 | -1.5 | 1% | 0% | 7% | -20%
CN(C(=O)COC(=O)c1cc([N+](=O)[O-])ccc1Sc1ccccc1)C1CCS(=O)(=O)C1 (stereo not drawn)
→ 0.1 | -10 | 17%[57.1 µM] | 1 | -0.6 | -3% | 2% | 9% | -8%
Cc1ccc(C)c(NC(=O)CCCCCN2C(=O)[C@@H]3Cc4ccccc4CN3C2=O)c1
→ -0.1 | 7 | 15% | -4 | 0.0 | -1% | 2% | -4% | -19%
CN(c1ccc(OCC(=O)N2CCCC2)cc1)S(=O)(=O)c1ccc(Cl)cc1
→ -1.2 | 0 | 30% | 21 | 0.0 | 1% | 6% | -7% | -2%
CCCc1c(O)c2ccccc2n(-c2ccccc2)c1=O
→ / | / | 14%[57.1 µM] | / | / | 24%[57.1 µM] | -2% | 5% | 5%
CCCCNC(=O)c1oc2ccc(S(=O)(=O)N3CCCC3)cc2c1C
→ -2.8 | 15 | 15%[0.457 µM] | -2 | 0.2 | -1% | -17% | 0% | -8%
COC(=O)C1=C(C(=O)OC)[C@@H]2N(C)c3ccc(OC)cc3[C@@]23C[C@@H](C(=O)OC)N(C(=O)CC(C)C)C3=N1
→ / | / | 8% | / | / | -2% | ? | -7% | -27%
NC(=O)C1=C[C@@H](c2ccccc2)C[C@@H](OCc2ccc(CO)cc2)O1
→ -0.1 | 24 | ? | -5 | -0.4 | -7% | 10% | 34%[activator] | -26%
CC(=O)c1cccc(OCCN2C(=O)NC(C)(C)C2=O)c1
→ 0.2 | -6 | 2% | -6 | 0.0 | 7% | 0% | 4% | 2%
CCc1ccccc1NC(=O)CCCN1C(=O)C2CC=CCC2C1=O (stereo not drawn)
→ 0.2 | 0 | -7% | -8 | -0.4 | -1% | 1% | 2% | -6%
C=CCNc1nc2c(c(=O)[nH]c(=O)n2C)n1CCOc1ccccc1
→ 0.7 | 8 | 13%[57.1 µM] | -13 | -1.0 | 6%[57.1 µM] | 0% | 14% | -17%
COc1ccc(C(C)(C)C)cc1NC(=O)CCN1C(=O)C2CCCCC2C1=O (stereo not drawn)
→ 0.9 | 0 | 6% | 11 | -0.3 | 0% | 3% | -3% | -15%
O=C(CCC(=O)N(CC(=O)NC1CCCCC1)Cc1ccccc1)Nc1ccccn1
→ -0.6 | 9 | 3%[57.1 µM] | -6 | -0.3 | 6%[57.1 µM] | -1% | 3% | 1%
NC(=Nc1ccc(Br)cc1)c1ccccc1
→ 16 | -15 | 29% | 23 | 19 | 0% | -4% | -3% | -4%
C=C1C(C(=O)Nc2cccc(OC)c2)C1C(=O)Nc1cccc(OC)c1 (stereo not drawn)
→ -0.3 | 0 | 11%[57.1 µM] | -7 | -0.9 | 7%[57.1 µM] | 2% | -1% | -7%
O=C(c1cccs1)N1CCc2c([nH]c3ccccc23)C1c1ccccn1 (stereo not drawn)
→ -0.6 | 0 | -1% | 0 | 0.1 | -6% | -12% | 1% | 1%
O=C(/C=C/c1ccccc1)NC(=S)Nc1ccccc1O
→ / | 2 | -15%[11.4 µM] | / | 0.4 | -9%[11.4 µM] | -1% | 6% | -8%
O=C(CSc1nc2ccccc2nc1Cc1ccc(Cl)cc1)N1CCc2ccccc21
→ 0.8 | 2 | 10%[57.1 µM] | / | 0.7 | -2%[57.1 µM] | 0% | 12% | -11%
CCOC(=O)CSc1nnc2c3ccccc3n(CC)c2n1
→ 0.8 | 10 | 18% | -5 | -0.7 | -1% | -1% | 0% | -24%
Cc1sc2ncn(CC(=O)N3CCN(c4ccccn4)CC3)c(=O)c2c1S(=O)(=O)N1CCCCC1
→ -0.5 | -13 | 1% | -8 | 0.0 | 9% | -5% | -5% | -3%
Cc1sc2ncnc(SCC(=O)NC3CC3)c2c1C
→ 0.5 | 2 | 11% | -4 | 0.2 | -3% | -3% | 8% | -19%
CN(c1ccccc1C(=O)O)S(=O)(=O)c1ccc2[nH]c(=O)[nH]c2c1
→ -0.1 | 0 | 0% | -10 | 0.4 | -6% | -6% | -2% | -21%
Cc1ccc(NC(=O)CN(C)C(=O)COC(=O)c2nccnc2N)cc1
→ 0.1 | -4 | -11% | 9 | -0.4 | 151%[activator] | 14% | 1% | -13%
CC(C)(C)NC(=O)C(c1cccs1)N(C(=O)C(=O)NC1CCCC1)c1ccccc1F (stereo not drawn)
→ -0.3 | 23 | 4%[57.1 µM] | -17 | -0.1 | 9%[57.1 µM] | -5% | 3% | -11%
Cc1cc(C)nc(Sc2nc(Cl)nc(N(c3ccccc3)c3ccccc3)n2)n1
→ 1.4 | 2 | ? | -4 | -0.9 | -16% | -8% | -4% | -5%
COc1cc(NC(=O)c2ccccc2[N+](=O)[O-])c(C(=O)O)cc1OC
→ -0.5 | -7 | 6%[57.1 µM] | -10 | -1.4 | 1%[57.1 µM] | -1% | 18% | ?
CN(C)S(=O)(=O)Nc1ccccn1
→ -1.2 | -2 | 4%[57.1 µM] | 9 | 1.5 | 7%[57.1 µM] | -4% | -8% | -14%
CC(C)CN(C(=O)Cn1c(=O)cnc2ccccc21)C1CCS(=O)(=O)C1 (stereo not drawn)
→ 1.3 | 2 | -8% | -1 | -0.1 | 10% | -15% | 3% | -13%
O=C(CCc1ccccc1)NC1CCS(=O)(=O)C1 (stereo not drawn)
→ 2.1 | -6 | -3% | -7 | 0.3 | -6% | 0% | 1% | 0%

# Already shown: seven of the compounds above.
# Sequence of screens: D2 ag | TRHR PAM | rTrxR1 inhibitor | D2 antag | TRHR ag | TrxR1 substrate | Pin1 inh | mIDH1 inhibitor | USP1-UAF1 inh
Cc1ccc(NC(=O)CN(C)C(=O)COC(=O)c2nccnc2N)cc1
→ 0.1 | -4 | -11% | 9 | -0.4 | 151%[activator] | 14% | 1% | -13%
CC(C)(C)NC(=O)C(c1cccs1)N(C(=O)C(=O)NC1CCCC1)c1ccccc1F (stereo not drawn)
→ -0.3 | 23 | 4%[57.1 µM] | -17 | -0.1 | 9%[57.1 µM] | -5% | 3% | -11%
Cc1cc(C)nc(Sc2nc(Cl)nc(N(c3ccccc3)c3ccccc3)n2)n1
→ 1.4 | 2 | ? | -4 | -0.9 | -16% | -8% | -4% | -5%
COc1cc(NC(=O)c2ccccc2[N+](=O)[O-])c(C(=O)O)cc1OC
→ -0.5 | -7 | 6%[57.1 µM] | -10 | -1.4 | 1%[57.1 µM] | -1% | 18% | ?
CN(C)S(=O)(=O)Nc1ccccn1
→ -1.2 | -2 | 4%[57.1 µM] | 9 | 1.5 | 7%[57.1 µM] | -4% | -8% | -14%
CC(C)CN(C(=O)Cn1c(=O)cnc2ccccc21)C1CCS(=O)(=O)C1 (stereo not drawn)
→ 1.3 | 2 | -8% | -1 | -0.1 | 10% | -15% | 3% | -13%
O=C(CCc1ccccc1)NC1CCS(=O)(=O)C1 (stereo not drawn)
→ 2.1 | -6 | -3% | -7 | 0.3 | -6% | 0% | 1% | 0%

# The list is partial (hit frequency here may not be typical).
